# Screens (PubChem)
# RSV antiviral HEp-2 – RSV antiviral activity via CPE protection, HEp-2 cells, primary 10 µM value included (AID 2391). one-dose CPE inhibition, % at 10 µM; IC50 in µM for titrated hits. hit rate 0.13% among 310,000. HEp-2 cells, RSV-induced CPE inhibition; higher % means a stronger effect; in the data active = a potency from the dose series; also: strong numbers were not always called active
# Large T inhibition – SV40 large T antigen inhibitors, biochemical (AID 1903); SV40 large T antigen ATPase/helicase inhibition assay; higher % means a stronger effect; inhibition, % at 20 µM; hits with a dose series show IC50 in µM; hit rate 0.39% among 310,000; in the data active = a potency from the dose series; also: strong numbers were not always called active
# Dengue-2 NS5 capping – Dengue-2 NS5 methyltransferase inhibitors, primary screen, biochemical, confirmation dose response (AID 588689). Dengue-2 NS5 methyltransferase capping enzyme assay, biochemical; higher % means a stronger effect. inhibition, % at 25 µM, or IC50 in µM where a hit was titrated. hit rate 0.3% among 340,000; in the data active = a potency from the dose series
# UTI89 phage lysis – protection from phage-mediated lysis, alamar blue read-out – E. coli UTI89, K1F phage, bacterial capsule biogenesis inhibitors (AID 488966); E. coli UTI89 K1F phage lysis, alamar blue, 2 h; higher % means a stronger effect; inhibition, % at 100 µM, or IC50 in µM where a hit was titrated; hit rate 0.02% among 340,000;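 active = phage lysis inhibition, versus mean bacterial control, above a set limit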;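 also: capsule biogenesis inhibitors block K1F phage lysis so surviving cells raise fluorescence; higher fluorescence means more inhibition of phage lysis; actives were called in the ten point dose series up to 300 µM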
# NTR1 agonist – NTR1-driven beta-arrestin-GFP spot formation – imaging, U2OS cells, high content, primary screen (AID 493036). hit rate 0.17% among 330,000. activation, % at 20 µM. agonist mode. P30989;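 active = activation at or above 40% of the spot to cytoplasm intensity ratio, with at least 20 cells analyzed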;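 also: 0% = DMSO without peptide and 100% = 100 nM NTR1 peptide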
# Target sequence (P30989 whole entry, looked up): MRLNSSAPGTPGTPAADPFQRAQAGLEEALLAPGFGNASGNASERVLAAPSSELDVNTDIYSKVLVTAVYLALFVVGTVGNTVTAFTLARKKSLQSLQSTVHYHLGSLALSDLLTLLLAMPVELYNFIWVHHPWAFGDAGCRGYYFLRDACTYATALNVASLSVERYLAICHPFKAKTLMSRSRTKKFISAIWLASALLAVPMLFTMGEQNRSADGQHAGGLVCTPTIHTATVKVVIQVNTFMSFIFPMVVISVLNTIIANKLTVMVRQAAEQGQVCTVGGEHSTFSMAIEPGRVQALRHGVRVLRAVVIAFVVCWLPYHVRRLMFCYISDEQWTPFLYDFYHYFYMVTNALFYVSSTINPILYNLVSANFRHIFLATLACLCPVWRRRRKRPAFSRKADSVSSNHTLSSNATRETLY
# PhoP inhibition – inhibitors of PhoP regulon expression, primary screen, Salmonella Typhimurium, GFP reporter (AID 1863); S. Typhimurium PhoP-regulated promoter GFP reporter, 4 h; higher % means a stronger effect; inhibition, % at 50 µM; hits with a dose series show IC50 in µM; hit rate 0.16% among 300,000;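 active = inhibition over 29.93%, a cutoff 3 SD above the screen mean, later confirmed by dose response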;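 also: 0% = low Mg2+ inducing control and 100% = high Mg2+ repressing control; strong numbers were not always called active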
# T cell HTS – modulates CD8 T cell binding to vesicles; 2C CD8+ T cell-vesicle binding, flow cytometry; active compounds read low; hit rate 0.068% among 330,000; calls only at 7 µM;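 active = response, share of CD8 T cells binding vesicles, and their 90th percentile fluorescence all below set limits, cut at about 80% in these data, passing the limit was not always enough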
#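 Material: 2C TCR transgenic mouse naive CD8+ T cells, MACS-purified. Also added: QL9-charged Drosophila Ld/ICAM-1/B7-1 vesicles. Timing: binding 1.5 h at 37 °C. Measured by: high-throughput flow cytometry with anti-B7-1 and anti-CD8 staining. Read-out: percent CD8+ FL2 mean versus row control. Controls: Unloaded micro-vesicles (low), QL9 vesicles with 0.7% DMSO (high).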
# West Nile antiviral – West Nile virus antiviral activity, cell-based, CPE readout (AID 1621); West Nile virus-infected cells, CPE inhibition; higher % means a stronger effect; one-dose CPE inhibition, % at 10 µM; IC50 in µM for titrated hits; hit rate 0.02% among 290,000; in the data active = a potency from the dose series; also: strong numbers were not always called active
# MgcRacGAP inhibition – MgcRacGAP GTPase-activating activity inhibitors, confirmation, biochemical, ADP Hunter fluorescence | AID 624330 | MgcRacGAP-stimulated Rac1 GTP hydrolysis, ADP Hunter fluorescence; higher % means a stronger effect; GST-tagged Rac1 F28L mutant substrate | hit rate 0.6% among 340,000 | one-dose inhibition, % at 30 µM; IC50 in µM for titrated hits;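 active = first-screen hits whose inhibition reached a set limit at any dose in the follow-up dose series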;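 also: fluorescence reports GDP produced by GAP-driven GTP hydrolysis; strong numbers were not always called active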
# T cell HTS vesicle-bound % – further read-out of T cell HTS, marked with its call; double positive events, %; measured here: CD8+ vesicle-bound cell fraction;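 binding gate set so that unloaded-vesicle control wells show 10% double positive cells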
# NTR1 agonist cell count 20 µM – further read-out of NTR1 agonist, marked with its call; cell count; measured here: cell count, cytotoxicity flag
# Dengue-2 NS5 capping pilot replicate – also measured in Dengue-2 NS5 capping; calls as there; inhibition, %; measured here: pilot screen replicate inhibition
# Starred values were filed as active, the others as inactive; i = inactive; · = no result given; [ ] = dose if it differs, or a comment.
SMILES,RSV antiviral HEp-2,Large T inhibition,Dengue-2 NS5 capping,UTI89 phage lysis,NTR1 agonist,NTR1 agonist cell count 20 µM,PhoP inhibition,T cell HTS,T cell HTS vesicle-bound %,West Nile antiviral,MgcRacGAP inhibition,others
COc1cc2[nH]c(=S)n(C3CC3)c(=O)c2cc1OC,-0.2%,15%,-6%,-0.1%,0.9,59,2%,i,20,-0.2%,7%,
O=C(NCc1ccc2c(c1)OCO2)c1cccnc1,1.1%,0%,-2%,0.2%,-1.3,91,-3%,i,33,0.0%,6%,
CN(CCOc1ccccc1)CC(=O)Nc1cccc(Br)c1,4.9%,1%,-4%,0.1%,5.1,56,2%,i,43,-0.8%,21%,
CCN(CC)CCC(c1ccc2c(c1)OCO2)c1c(OC)cc(OC)c2ccc(=O)oc12 (stereo not given),-1.3%,18%,-10%,-0.2%,-0.2,87,-5%,i,52,0.0%,-1%,
Cc1cs/c(=N\N=C2CCCCC2)n1Cc1ccco1,1.6%,14%,-3%,-0.1%,-0.3,46,3%,i,25,-1.6%,2%,
CCCCNC(=O)NNC(=O)c1ccco1,-0.4%,5%,-2%,0.2%,2.4,67,7%,i,46,0.2%,4%,
COc1ccccc1NC(=O)N(Cc1cccs1)Cc1cc2cc3c(cc2[nH]c1=O)OCO3,6.8%,5%,-2%,3.1%[50 µM],5.4,62,-10%,i,50,-0.2%,8%,
COC(=O)CN(c1ccccc1)S(=O)(=O)c1cc(Br)ccc1OC,4.8%,-3%,1%,0.0%,0.6,51,0%,i,22,-0.7%,3%,
CC(=O)c1ccc(NC(=O)CCCN2C(=O)COc3ccc(C)cc32)cc1,-0.3%,·,-1%,-0.1%,1.0,66,1%,i,19,-0.5%,10%,
Cc1ccnc(SCc2cc(=O)c(OC(=O)c3ccc(Br)o3)co2)n1,-0.7%,12%,-6%,1.5%[50 µM],1.3,87,-6%,i,46,0.1%,1%,
CSC(=CC(=O)c1ccc(F)cc1)SC,-0.5%,1%,-5%,-0.8%,-1.1,34,-5%,i,18,-0.8%,3%,
CCOC(=O)c1ccc2c(c1)n(CC)c(C)[n+]2CC,-1.8%,11%,-7%,-0.6%,-1.0,29,9%,i,25,-0.2%,-1%,
O=C(CN1C(=O)NC2(CCc3ccccc32)C1=O)Nc1c(Cl)cccc1Cl (stereo not given),·,·,-6%,0.7%[50 µM],1.9,59,·,i,50,·,1%,
CCc1ccc(S(=O)(=O)NCCc2cn3ccsc3n2)s1,2.1%,-1%,0%,3.8%,4.1,47,15%,i,9,-0.1%,3%,
Cc1ccc(Nc2nc(N)nc(CN3CCC(C)CC3)n2)c(C)c1,1.2%,3%,4%,0.3%,-2.1,71,1%,i,57,-0.3%,7%,
O=C(Cn1nc(C(F)(F)F)c2c1CCC2)NCc1ccc(F)cc1,-0.3%,-2%,0%,-0.1%,2.0,89,16%,i,40,-1.2%,5%,
CC1CCCC(NC(=O)CSc2n[nH]c(N)n2)C1C (stereo not given),·,·,-4%,-1.2%,0.3,46,·,i,40,·,2%,
O=C(NCc1nnc(SCC(=O)N2CCN(c3ccccc3)CC2)o1)c1ccc(F)cc1,2.4%,3%,-8%,0.0%,0.8,68,10%,i,50,1.7%,0%,
O=C(C1CCN(S(=O)(=O)N2CCC3(CC2)OCCO3)CC1)N1CCCCC1,0.8%,5%,-6%,-0.1%,3.3,69,13%,i,50,-0.4%,7%,
CC(OC(=O)Cc1c[nH]c2ccccc12)C(=O)NC1CCCCC1C (stereo not given),0.2%,·,-4%,-0.1%[50 µM],-1.2,87,·,i,20,·,2%,
COc1ccc(CCNCC(=O)Nc2ccc(C)c(S(=O)(=O)N(C)C)c2)cc1,-1.0%,8%,-6%,0.9%,0.4,44,13%,i,58,-0.9%,27%,
N[C@@H](Cc1cc(I)c(Oc2cc(I)c(O)c(I)c2)c(I)c1)C(=O)O,0.6%,36%,·,·,5.8,58,-9%,i,44,1.1%,·,
COc1ccc(CNC(=O)C(=O)NCC2OCCCN2S(=O)(=O)c2cccs2)cc1 (stereo not given),1.1%,26%,-4%,1.3%[50 µM],0.3,64,-5%,i,24,-1.0%,8%,
Cc1nn(C)c(C)c1NS(=O)(=O)c1ccc(Cl)s1,·,·,0%,0.9%[50 µM],6.6,44,·,i,20,·,1%,
Cc1cc(NC(=O)CSc2nc3ccsc3c(=O)n2Cc2ccccn2)n[nH]1,-0.3%,5%,2%,5.3%,1.8,52,7%,i,39,-0.7%,9%,

# The final two compounds of the part above open the next one:
SMILES,RSV antiviral HEp-2,Large T inhibition,Dengue-2 NS5 capping,UTI89 phage lysis,NTR1 agonist,NTR1 agonist cell count 20 µM,PhoP inhibition,T cell HTS,T cell HTS vesicle-bound %,West Nile antiviral,MgcRacGAP inhibition,others
Cc1nn(C)c(C)c1NS(=O)(=O)c1ccc(Cl)s1,·,·,0%,0.9%[50 µM],6.6,44,·,i,20,·,1%,
Cc1cc(NC(=O)CSc2nc3ccsc3c(=O)n2Cc2ccccn2)n[nH]1,-0.3%,5%,2%,5.3%,1.8,52,7%,i,39,-0.7%,9%,
CCN1C(=O)c2cccc3c(S(=O)(=O)Nc4ccc(OC)cc4OC)ccc1c23,13%,3%,-7%,-0.6%[50 µM],1.9,62,0%,i,5,·,-8%,
N#Cc1ccsc1NC(=O)CN1CCCCC1,0.2%,3%,-5%,9.9%,-2.1,96,22%,i,6,0.1%,5%,
O=C(NCCCN1CCCC1=O)Nc1ccccc1Cl,1.2%,0%,3%,0.3%,0.4,35,7%,i,69,-0.4%,5%,
COc1ccc(NC(=O)Cn2c(=O)n(-c3ccccc3)c(=O)c3oc4ccccc4c32)c(OC)c1,1.1%,-3%,-3%,6.2%[50 µM],7.1,54,20%,i,4,1.2%,-1%,
Cc1nc2cc(C(=O)N3CCN(C)CC3)ccc2n1C,1.1%,7%,-3%,-0.2%,1.9,64,2%,i,33,-0.1%,2%,
O=C(C1CCCO1)N1CCN(C(=S)Nc2cc(F)cc(F)c2)CC1 (stereo not given),3.6%,10%,1%,2.1%[50 µM],1.0,55,4%,i,18,0.1%,5%,
Cc1cc(NC(=O)CSc2nnc(CNc3cccc(C(F)(F)F)c3)n2Cc2ccco2)no1,2.5%,8%,10%,9.0%,4.2,78,11%,i,26,-0.3%,0%,
O=C1CN(/N=C/c2ccc([N+](=O)[O-])o2)C(=O)N1,0.0%,4%,·,·,1.1,61,-6%,i,25,-0.7%,·,
COc1cccc(C(=O)Oc2cc(N)n(S(=O)(=O)c3ccc(C)cc3)n2)c1OC,1.1%,12%,·,0.1%,7.4,45,1%,i,57,1.5%,1%,
COc1ccc(CC(=O)Nc2ccccc2N2CCCC2)cc1,2.5%,4%,0%,-0.1%,0.5,62,8%,i,13,-0.1%,5%,
CCCCSc1[nH]c(=O)c(C(=O)OCC)cc1C#N,0.9%,13%,6%,-0.9%,3.3,65,-8%,i,41,-0.1%,3%,Dengue-2 NS5 capping pilot replicate=3.5
c1ccc2c(c1)CCCn1nnnc1-2,-0.7%,9%,3%,0.3%,1.8,80,-6%,i,48,-0.3%,6%,
Cc1ccc(NC(=O)CCCCCN2C(=O)[C@@H]3Cc4ccccc4CN3C2=O)cc1,5.4%,2%,-6%,2.9%,0.6,60,-1%,i,2,-0.9%,8%,
CCOc1ccc(C(=O)CCC(=O)NCC(=O)Nc2c(C)cccc2C)cc1,0.0%,·,-2%,0.7%[50 µM],-0.3,57,·,i,4,·,1%,
CCCCOc1ccc(C(=O)Nn2c(-c3cccs3)nc3ccccc3c2=O)cc1,1.4%,5%,-5%,0.1%,2.3,79,7%,i,42,-0.7%,4%,
COC(=O)c1sc(SC)c(S(=O)(=O)C(C)C)c1N,0.7%,5%,12%,-0.8%,-0.1,55,-7%,i,19,-0.3%,2%,
CC(=O)c1ccc(N2CCN(C(=O)c3ccc4nc[nH]c4c3)CC2)cc1,0.6%,1%,6%,2.8%,1.9,32,5%,i,38,-0.3%,14%,
COc1ccc(Cc2nc(-c3cccs3)no2)cc1,1.9%,1%,-12%,-0.1%,2.2,108,-6%,i,61,-0.1%,0%,
O=C(NC1CCN(C(=O)Nc2cccc(F)c2)CC1)C1CCCCC1,0.0%,19%,-2%,-0.1%,-1.1,69,9%,i,21,-0.5%,-5%,
CCO[C@@H]1OC(C(=O)N2CCN(C)CC2)=C[C@H](c2csc3ccccc23)[C@H]1CCCO,-1.9%,5%,-1%,0.6%,-0.2,88,-3%,i,44,-0.2%,11%,
Cc1ccc(S(=O)(=O)N2CCN(C(=O)COc3ccc(-c4nnco4)cc3)CC2)cc1,3.2%,19%,-6%,0.3%,-1.6,100,4%,i,14,-0.1%,7%,
O=C(N/N=C/c1cccc([N+](=O)[O-])c1)C1CC(=O)N(c2ccc(F)cc2)C1 (stereo not given),0.0%,5%,4%,2.2%[50 µM],1.2,46,-1%,i,51,-0.7%,8%,
CCC1CCCCN1S(=O)(=O)c1ccc(C(=O)Nc2nnc(C3CC3)o2)cc1 (stereo not given),-0.2%,-4%,3%,0.4%[50 µM],2.8,72,8%,i,63,2.7%,6%,
Cc1ccc(NC(=O)c2cc(S(=O)(=O)N3CCCC3)cn2C)cc1,1.0%,-8%,-1%,1.1%,-1.0,92,·,i,22,-0.2%,9%,
O=C(c1nc2ccccc2s1)N1CCSCC1,0.9%,7%,-2%,-0.7%,0.3,48,7%,i,52,0.1%,5%,
CC(NC(=O)COc1ccccc1)C(=O)N1CCN(c2ccccc2)CC1 (stereo not given),0.5%,·,2%,0.2%[50 µM],-0.3,50,·,i,46,·,6%,
Cc1cccc(N(O)C(=O)Nc2cccc(Cl)c2)c1,16%,13%,-2%,0.3%,-0.2,63,-4%,i,53,-1.1%,6%,
COc1ccc(C(C(=O)NC(C)(C)C)N(CCc2ccccc2)C(=O)CCC(=O)Nc2cc(C)on2)cc1 (stereo not given),5.2%,6%,3%,0.1%,-0.5,57,3%,i,41,-0.7%,-5%,
O=C(COc1coc(CN2CCN(c3ccccc3)CC2)cc1=O)N1CCc2ccccc21,0.1%,-1%,3%,1.9%[50 µM],2.1,61,-4%,i,44,·,1%,

# Gathered by group: the entries above with bromine
SMILES,RSV antiviral HEp-2,Large T inhibition,Dengue-2 NS5 capping,UTI89 phage lysis,NTR1 agonist,NTR1 agonist cell count 20 µM,PhoP inhibition,T cell HTS,T cell HTS vesicle-bound %,West Nile antiviral,MgcRacGAP inhibition,others
CN(CCOc1ccccc1)CC(=O)Nc1cccc(Br)c1,4.9%,1%,-4%,0.1%,5.1,56,2%,i,43,-0.8%,21%,
COC(=O)CN(c1ccccc1)S(=O)(=O)c1cc(Br)ccc1OC,4.8%,-3%,1%,0.0%,0.6,51,0%,i,22,-0.7%,3%,
Cc1ccnc(SCc2cc(=O)c(OC(=O)c3ccc(Br)o3)co2)n1,-0.7%,12%,-6%,1.5%[50 µM],1.3,87,-6%,i,46,0.1%,1%,
